Screening results deposited in PubChem BioAssay by several laboratories.
NPY-Y2 antag – antagonists of human neuropeptide Y receptor Y2 | NPY-Y2 expressing cells, antagonist mode | P49146 | AID 793 | 140,000 tested, 0.99% active | inhibition, % at 2.7 µM; in the data active means inhibition above about 17%;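 further: 0% = vehicle with agonist challenge and 100% = reference antagonist with challenge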
Target sequence (P49146 whole entry, looked up): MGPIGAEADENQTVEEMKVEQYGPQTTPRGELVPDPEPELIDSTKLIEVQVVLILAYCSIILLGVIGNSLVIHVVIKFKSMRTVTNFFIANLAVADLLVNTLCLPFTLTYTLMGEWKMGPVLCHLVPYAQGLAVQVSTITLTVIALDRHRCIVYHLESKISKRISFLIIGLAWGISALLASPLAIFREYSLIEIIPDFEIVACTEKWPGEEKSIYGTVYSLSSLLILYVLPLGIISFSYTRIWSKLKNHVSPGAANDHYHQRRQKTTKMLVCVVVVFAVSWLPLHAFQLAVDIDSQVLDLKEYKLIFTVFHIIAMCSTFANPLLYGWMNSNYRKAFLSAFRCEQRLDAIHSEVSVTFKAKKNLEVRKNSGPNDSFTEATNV
HCT116 bCat-KO – beta-catenin-lacking colon tumor cell growth suppression. viability, % at 10 µM. 140,000 tested, 1.5% active. HCT116 beta-catenin knockout viability, CellTiter-Glo, 60 h; hits give low values;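 active means viability at or under a set limit, the compound median less 4 SD, cut at about 6% in these data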;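 further: 0% = Hyamine 1622 control at 20 µM and 100% = untreated cell control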
GALR2 blocker – GALR2 (human) receptor antagonism. 140,000 tested, 0.39% active. GALR2-expressing cells, antagonist mode. inhibition, % at 4 µM. O43603; in the data active means inhibition above about 27%;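 further: cells stimulated with galanin 1-16 at roughly its EC80; 0% = agonist challenge control and 100% = basal control without agonist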
Target sequence (O43603 whole entry, looked up): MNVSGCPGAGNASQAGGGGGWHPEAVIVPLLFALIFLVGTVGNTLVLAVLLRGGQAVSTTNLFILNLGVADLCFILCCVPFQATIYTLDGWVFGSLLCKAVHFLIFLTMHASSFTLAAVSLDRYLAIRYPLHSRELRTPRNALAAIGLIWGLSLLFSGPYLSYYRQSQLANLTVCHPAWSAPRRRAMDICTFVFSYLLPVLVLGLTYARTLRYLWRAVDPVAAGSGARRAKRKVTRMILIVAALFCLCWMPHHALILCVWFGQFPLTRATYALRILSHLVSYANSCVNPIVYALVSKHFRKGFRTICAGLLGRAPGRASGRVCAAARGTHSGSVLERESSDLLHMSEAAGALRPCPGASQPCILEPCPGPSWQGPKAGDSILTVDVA
HCT116 PTEN-null – suppresses growth of cells with PTEN deletion | HCT116 PTEN-null viability, CellTiter-Glo, 60 h; hits give low values | viability, % at 10 µM | 140,000 tested, 1.2% active | AID 827;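 active means viability at or below a set limit, 4 SD under the median of all tested compounds, cut at about 3.7% in these data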;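 further: PTEN knockout HCT116 line with beta catenin targeted HCT116 as companion control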
E-sel TNF inh – TNF alpha driven E-selectin expression inhibition | HUVEC TNFa-induced E-selectin immunofluorescence, high content | inhibition, % at 2 µM | 120,000 tested, 0.71% active | AID 1246;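 active means inhibition above the batch mean plus 3 SD, and confirmed as a hit on visual image review, cut at about 43% in these data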;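 further: 0% = TNF-stimulated DMSO wells and 100% = unstimulated control wells; not every result past the cut was called active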
Yeast life ext – extends the lifespan of yeast. inhibition of the nicotinamide effect, % at 10 µM. S. cerevisiae growth with nicotinamide, OD615; deaD strain in restrictive glucose medium. 130,000 tested, 0.68% active;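 active means inhibition above a set limit, placed 3 SD over the median of all compounds, cut at about 26% in these data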;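 further: 0% = nicotinamide-treated wells and 100% = cells grown without nicotinamide; some compounds called inactive have numbers as strong as hits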
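Test system – modified budding yeast, DeaD strain · Compound – single dose 10 µM compound, 0.25% DMSO · Times – culture preincubation 4 h, compound exposure 48 h, both 30 °C · Detection – optical density (absorbance) at 615 nm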
Yeast growth inh – chemicals that inhibit yeast BB579 growth in restrictive medium (lifespan-shortening candidates); 140,000 tested, 0.51% active; S. cerevisiae BB579 growth, OD615, 48 h; AID 804; inhibition, % at 10 µM;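 active means inhibition above a set limit, 3 SD over the mean compound inhibition, cut at about 44% in these data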; further: inactives centre near -24
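Material: Saccharomyces cerevisiae DeaD strain BB579, replicative lifespan model yeast; buffer or medium: CSMM-D restrictive synthetic medium containing dextrose (glucose); compound: 10 µM single dose, DMSO 0.25%; timing: 48 h compound exposure at 30 °C after 4 h preincubation; signal: turbidity as optical density at 615 nm; benchmarks: positive control amphotericin B 10 µg/mL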
MRP1 act – MRP-1 activation. H69AR cells + doxorubicin, viability rescue, CellTiter-Glo. viability increase, % at 10 µM. 140,000 tested, 0.61% active. AID 799;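 active means viability gain under doxorubicin at or above a set limit, the compound median plus 3 SD, cut at about 4.7% in these data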;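 further: MRP-1 overexpressing cells given doxorubicin 25 µM after compound pretreatment; 18-22 h compound pretreatment then 72 h with doxorubicin before readout; 0% = doxorubicin-only wells and 100% = vehicle-treated cells without doxorubicin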
Measles CPE – protection of cells from measles virus. Measles virus-infected cells, CPE protection, absorbance. protection (pct of control), % at 4 µM. 140,000 tested, 1.5% active. AID 841; in the data active means protection mostly above about 24%, no sharp cut-off; inactive means mostly below about 26%; further: some compounds called inactive have numbers as strong as hits
Phagocytosis inh – inhibitors of macrophage phagocytosis | J774A.1 macrophage IgG-bead phagocytosis, imaging | inhibition, % at 5 µM | 110,000 tested, 0.07% active | AID 1029;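 active means inhibition above the mean of the plate negative controls plus 5 SD, cut at about 13% in these data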;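 further: phagocytic index as fraction of beads internalized from green versus red external bead signal; plate controls were DMSO negative control for no effect and cytochalasin-D positive control for full effect; some results beyond the cut were filed as inactive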
The depositor's hits bear a star; x = not tested or not shown. No enrichment for hits. Share with any hit: about 6.2%.

smiles	HCT116 bCat-KO	Phagocytosis inh	GALR2 blocker	Yeast life ext	NPY-Y2 antag	E-sel TNF inh	MRP1 act	Yeast growth inh	HCT116 PTEN-null	Measles CPE
O=C(c1ccc(S(=O)(=O)c2ccccc2Cl)c([N+](=O)[O-])c1)N1CCCCCC1	20	-7	11	2	1	-21	-4.9	-30	25	12
CCN(CCCc1ccccc1)CCCc1ccccc1	68	x	8	15	14	x	-1.6	-64	73	14
CCNc1nc(N)nc(Oc2ccc(OCCOc3ccc(Cl)cc3Cl)nn2)n1	91	0	8	-1	4	-1	1.5	-35	92	6
CCOc1ccc(C2C(C(=O)C3CC3)N3C=C(C#N)C=CC3C2(C#N)C#N)cc1 (stereo not given)	76	1	-2	0	0	-19	-3.0	5	81	1
Cc1ccc[n+](C(C)C(=O)c2ccc(-c3ccccc3)cc2)c1 (stereo not given)	16	x	7	-8	0	1	-1.5	8	17	3
CCCC(=O)Nc1ccc(-c2nc3cc(C)c(C)cc3o2)cc1	99	-2	-2	-19	2	x	-0.1	3	98	13
CCOc1cc(CNC(C)(C)CO)cc(Br)c1OCc1ccc(Cl)cc1Cl	0.8*	x	2	-9	6	-31	-4.9	30	0.8*	2
Cc1csc(NC(=O)c2cc(C)oc2C)n1	87	-2	-3	-11	0	-17	-0.5	-11	97	6
O=C(Nc1nnc(-c2ccc3c(c2)CCCC3)o1)C1COc2ccccc2O1 (stereo not given)	98	0	2	-6	10	x	0.1	-38	105	1
CCC(C)NC(=O)Cn1cccc1C(=O)c1ccccc1 (stereo not given)	93	x	-6	-16	-4	-13	-1.9	-3	102	6
CCCCNC(=S)N/N=C/C1=CCC2CC1C2(C)C (stereo not given)	75	-4	-1	0	7	x	-2.8	-7	79	10
CCCn1c(SCC(=O)c2ccc3c(c2)OCCO3)nc2c1c(=O)n(C)c(=O)n2C	88	0	5	-8	7	-45	-0.7	-19	88	3
CN(C)S(=O)(=O)c1ccc(C(=O)Nc2ccccc2OC(F)(F)C(F)F)cc1	99	-1	14	2	2	-16	-1.1	-46	94	6
CCOC(=O)N1CCN(c2nc(-c3ccco3)cc(C(F)(F)F)n2)CC1	92	x	-4	-5	-1	x	-0.6	6	90	3
O=C(NC1CCCCC1)c1ccc(Br)o1	88	1	7	5	-1	x	-2.3	-41	68	6
CCCCNCCOCCOc1ccc(C)cc1[N+](=O)[O-]	90	-2	3	-12	2	22	-2.8	-4	84	5
Cc1ccc(S(=O)(=O)NC(=O)c2cc(C)n(-c3ccccc3)c2C)cc1	90	-13	6	10	6	30	-2.1	-16	109	5
N#Cc1ccccc1N=Cc1ccc(Br)cc1	97	-3	10	-1	1	x	0.5	-32	101	5
Cc1cccc(NC(=O)CN2C(=O)N/C(=C/c3ccc(C)s3)C2=O)c1	87	-9	2	8	4	x	-2.1	-29	89	3
CC(C)n1nnnc1SCC(=O)Nc1ccc2c(c1)OCO2	97	x	3	x	2	-38	-1.0	-22	108	5
Cn1c(COc2ccccc2)nnc1SCC(=O)c1cccc([N+](=O)[O-])c1	112	x	-8	-8	6	-20	-2.2	16	99	2
CCCCCOC(=O)C1=C(C)Nc2nnnn2C1c1ccc(OC)c(OC)c1OC (stereo not given)	86	x	-13	-20	6	26	-3.7	-33	70	4
C=CCNC(=O)C1CC(=O)N(c2ccc(Br)cc2)C1 (stereo not given)	106	0	5	-7	2	x	-0.7	0	105	2
CCCc1[nH]nc2c1C(c1cccc(OC)c1)C(C#N)=C(N)O2 (stereo not given)	94	-1	5	8	6	2	-1.2	-15	100	7
O=C(CSc1nc(-c2ccccc2)c(-c2ccccc2)o1)Nc1nncs1	92	-2	11	-4	4	-12	-2.6	-48	100	32
COc1ccc(/C(CC2(O)C(=O)Nc3ccccc32)=N\O)cc1 (stereo not given)	102	2	8	-3	8	-39	-1.7	-39	93	1
Cc1ccnc(NC(=O)CCC2COc3ccccc3O2)c1 (stereo not given)	92	0	7	-24	4	5	-0.9	-44	95	41*
CCN(CC)C(=O)Cn1c(=O)n(CCCCCC(=O)Nc2ccccc2)c(=O)c2sccc21	94	-12	2	-6	1	-1	-0.7	-7	108	3
Cc1cc2nncn2c2ccccc12	104	1	1	-6	1	-12	0.8	-33	97	3
CC1(C)OC(=O)N(c2ccccc2)C12C=Cc1cc(Br)ccc1O2 (stereo not given)	66	5	-4	16	9	-38	-1.8	-32	52	10

Further entries.
smiles	HCT116 bCat-KO	Phagocytosis inh	GALR2 blocker	Yeast life ext	NPY-Y2 antag	E-sel TNF inh	MRP1 act	Yeast growth inh	HCT116 PTEN-null	Measles CPE
O=C(c1ccc(S(=O)(=O)N2CCOCC2)cc1)N1CCCc2ccccc21	93	0	6	0	1	-11	-3.8	-19	89	17
Cc1cc2cc(CCNC(=O)c3ccc(C)c([N+](=O)[O-])c3)c(=O)[nH]c2cc1C	74	-1	0	2	3	x	-3.6	-23	66	14
c1ccc2c(c1)Cn1c-2nc2ccccc21	96	0	0	-22	2	-12	1.2	31	82	17
COc1ccc(S(=O)(=O)N2c3cc(C)ccc3OCC2C(C)(C)C)cc1 (stereo not given)	12	x	-1	5	5	23	-4.7	-73	12	5
N#CC1=C(N)SC(N)=C(C#N)C1CCc1ccccc1	97	-2	13	-8	7	-11	-1.2	-62	99	8
Cc1cc2n(n1)SC(Nc1ccccc1)N2 (stereo not given)	95	x	3	-27	-1	-11	-2.3	-21	98	5
CNC(=S)N(CCc1c(C)[nH]c2ccc(Cl)cc12)Cc1cc(OC)c(OC)c(OC)c1	64	x	1	-1	-3	21	-2.8	-19	62	18
C=C(C)Cn1c(SCC(=O)O)nc2c1c(=O)[nH]c(=O)n2C	108	-2	-1	-11	5	10	0.7	-16	95	6
CCc1ccc(CNc2ccc3c(c2)ncn3C)cc1	63	-2	7	-26	-1	x	-1.2	-6	57	8
CC(C)OC(=O)c1ccc(NC(=O)C2C3CC4OC(=O)C2C4C3)cc1 (stereo not given)	89	x	4	-4	-1	-11	-1.0	-8	85	3
CCn1c(SCC(=O)Nc2nccs2)nnc1-c1ccccc1	106	-1	-6	-6	2	-1	-1.9	-15	114	2
O=C(NC1CCCC1)C(c1ccccn1)N(C(=O)c1csnn1)C1CCCCC1 (stereo not given)	89	x	9	x	-2	8	-3.7	14	96	3
Cc1ccc(O)c(CC(C)C)n1	101	-1	-3	-13	1	-15	0.0	4	100	3
CCOC(=O)CSc1nc(CC)nc2ccccc12	87	x	5	-9	8	8	-3.9	-13	93	2
Cc1ccc(NC(=O)N2CCC(O)(c3ccc(Cl)cc3)CC2)cc1	103	0	7	-18	0	12	-1.5	-28	86	15
Cc1cccc(N(CC(=O)O)CC(=O)O)c1	91	-5	-8	-6	-2	x	-2.9	-21	110	29
CCOC(=O)c1cnc2c(Cl)c(Cl)ccc2c1N1CCN(C)CC1	66	-2	5	-11	2	-4	-1.8	-60	77	9
CCOc1cc(N2CCOCC2)c(OCC)cc1NS(=O)(=O)c1ccc(Cl)s1	11	-1	6	2	11	89*	-4.2	-44	11	5
CC(C)=CC(=O)Nc1ccccc1C(N)=O	94	0	-8	-15	1	-3	-3.2	-8	83	27
CCOC(=O)c1c(C)n(C)c2ccc(OCC(N)=O)cc12	94	0	7	-7	-1	x	-2.1	-28	97	12
N/C(COc1ccccc1)=N\NS(=O)(=O)c1ccccc1	102	-1	6	-6	1	4	-0.5	-6	97	5
CN(c1ccc(OCC(=O)N2CCC(C(N)=O)CC2)cc1)S(=O)(=O)c1cccs1	100	-1	8	-6	-2	-73	-0.2	-66	110	6
Cc1ccc(S(=O)(=O)c2nc(S(C)(=O)=O)sc2NCc2ccc3c(c2)OCO3)cc1	75	-12	-11	-4	1	-4	-3.6	-22	72	8
CCCCC(CC)Cn1c(O)c(/C=C2\C=NN=C2c2ccccc2)sc1=S (stereo not given)	2.1*	-3	-13	-1	0	x	-5.3	-32	1.6*	12
CCOc1cc(C2C(C#N)=C(N)Oc3n[nH]c(CC)c32)ccc1OCCN1CCOCC1 (stereo not given)	103	x	7	-2	-1	8	-0.8	-30	101	5
Cc1nn(-c2ccccc2)c2c1C(c1ccc(F)cc1F)C(C#N)=C(N)O2 (stereo not given)	95	-1	8	10	0	-8	-2.0	-22	99	3
Cc1cc(SCC(=O)c2cccs2)n2nc(C)c(-c3ccccc3)c2n1	79	-10	-14	-2	-2	x	-2.9	0	73	60*
COC(=O)C1C2C=CC3(CN(c4cccc(C)c4)C(=O)C13)O2 (stereo not given)	97	-2	-1	33	0	2	-2.2	-63	93	5
C=CCc1ccccc1OCCSc1nc2ccc([N+](=O)[O-])cc2s1	86	-7	-10	4	11	9	-2.9	-14	72	15
CCCNC(=O)C(NS(=O)(=O)c1cccc2nsnc12)c1ccccc1 (stereo not given)	93	x	8	4	1	x	-0.6	-36	95	2
CCOC(=O)c1cccc(NC(=O)C2(S(=O)(=O)c3ccc(C)cc3)CC2)c1	75	-14	-9	7	0	-1	0.3	-57	77	9
